# Pf growth 48h = inhibits P. falciparum growth in the first generation, 48 h | AID 504832 | Potency, µM (titrated, usually from 28.7 µM), for inactives: at the highest dose activity change, negative = inhibition, actives largely listed as inhibitors | P. falciparum luciferase growth in erythrocytes, 48 h | 5.9% of 310,000 active; also: potency is read from the fitted curve at half-maximal effect; % is scaled to controls: 0 for no effect and ±100 for the full control effect
#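 Firefly luciferase activity from engineered P. falciparum reports growth; inhibitors lower the luminescent signal. Cultures contained 2% hematocrit erythrocytes at 0.1% final parasitemia.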
# Tb PYK inh = blocks Trypanosoma brucei pyruvate kinase. Q57TT1. TbPYK enzyme, Kinase-Glo Plus ATP luminescence, 45 min. Potency, µM (top dose mostly 76.8 µM), without a hit: top-dose activity, negative = inhibition, actives largely listed as inhibitors. 0.12% of 410,000 active. AID 624173; also: potency is read from the fitted curve at half-maximal effect; % is scaled to controls: 0 for no effect and ±100 for the full control effect; nearly all actives have a fitted effect of over 50% in size
#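 In this concentration-response screen, enzyme-free wells defined baseline while DMSO plates tracked drift. Each reaction combined TbPYK, substrate, compound and 130 uM ADP for 45 min at room temperature. Kinase-Glo Plus luminescence gave the signal.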
# Shiga inhibitor = Shiga toxin inhibition. inhibition, % at 38.7 µM. 9.2% of 290,000 active. Vero cells, Shiga toxin protein synthesis inhibition reporter; in the data active = inhibition mostly above about 28%, no sharp cut-off; inactive = mostly below about 43%; also: 0% is about no effect
# LmPK inh = blocks Leishmania mexicana pyruvate kinase activity. Q27686. purified LmPK, Kinase-Glo ATP luminescence, 1 h. Potency, µM (series often up to 57.5 µM), for inactives: at the highest dose activity change, negative = inhibition, hits mostly inhibitors. 0.37% of 290,000 active. AID 1721; also: potency is read from the fitted curve at half-maximal effect; % is scaled to controls: 0 for no effect and ±100 for the full control effect
# Target sequence (Q27686 whole entry, looked up): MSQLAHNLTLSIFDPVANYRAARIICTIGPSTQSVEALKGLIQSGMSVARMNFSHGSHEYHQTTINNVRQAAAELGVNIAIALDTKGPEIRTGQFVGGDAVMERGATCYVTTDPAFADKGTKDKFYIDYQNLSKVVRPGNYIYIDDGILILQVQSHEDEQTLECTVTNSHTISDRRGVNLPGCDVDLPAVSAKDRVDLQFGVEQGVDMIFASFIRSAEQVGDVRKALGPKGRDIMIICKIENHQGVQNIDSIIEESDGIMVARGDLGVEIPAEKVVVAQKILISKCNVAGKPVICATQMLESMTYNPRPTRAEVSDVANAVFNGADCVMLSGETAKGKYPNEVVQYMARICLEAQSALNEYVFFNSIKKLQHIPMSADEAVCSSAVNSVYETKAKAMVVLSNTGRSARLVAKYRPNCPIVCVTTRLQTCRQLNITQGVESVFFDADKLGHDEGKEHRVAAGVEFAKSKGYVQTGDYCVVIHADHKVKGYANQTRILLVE
#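 Purified LmPK (0.1 nM) with 0.5 mM PEP and 0.1 mM ADP in imidazole buffer pH 7.2 with MgCl2/KCl, 1 h at room temperature. ATP formed was read by luciferase luminescence and normalized to no-enzyme and uninhibited controls.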
# AmpC no deterg = inhibitors of E. coli AmpC beta-lactamase without detergent. P00811. AmpC nitrocefin hydrolysis, absorbance 480 nm, 0.0001% Triton. Potency, µM (titrated, usually from 57.1 µM), without a hit: at the highest dose activity change, negative = inhibition, hits mostly inhibitors. 0.52% of 330,000 active;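 also: potency is read from the fitted curve at half-maximal effect; plate controls were no compound for no effect and no enzyme for full effect; nearly all actives have a fitted effect of over 20% in size; some results filed as inactive show a strong effect at the top dose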
# Target sequence (P00811 whole entry, looked up): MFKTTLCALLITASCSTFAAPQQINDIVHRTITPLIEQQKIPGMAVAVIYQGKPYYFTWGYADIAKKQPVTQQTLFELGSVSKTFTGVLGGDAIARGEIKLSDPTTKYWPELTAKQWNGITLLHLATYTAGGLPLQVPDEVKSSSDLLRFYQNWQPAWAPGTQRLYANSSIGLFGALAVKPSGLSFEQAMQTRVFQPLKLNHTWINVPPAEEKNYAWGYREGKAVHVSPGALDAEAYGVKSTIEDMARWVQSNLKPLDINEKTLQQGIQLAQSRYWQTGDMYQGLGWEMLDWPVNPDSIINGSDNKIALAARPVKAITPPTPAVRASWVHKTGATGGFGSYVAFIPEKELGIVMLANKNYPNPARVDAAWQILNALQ
#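 20 mM phosphate pH 7.0 + 0.01% (detergent screen) or 0.0001% Triton X-100; 5.3 nM AmpC reagent; cpd preinc 15 min RT; nitrocefin (800 uM stock) to start; A480 q20 s × 4 min; Activity was normalised to no-enzyme and no-compound control wells.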
# Pf growth 96h = P. falciparum growth inhibition at 96 hours; P. falciparum luciferase reporter growth, 96 h; Potency, µM (series often up to 28.7 µM), without a hit: top-dose activity change, negative = inhibition, hits mostly inhibitors; 6.9% of 320,000 active; AID 504834; also: potency is read from the fitted curve at half-maximal effect; % is scaled to controls: 0 for no effect and ±100 for the full control effect
#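 P. falciparum expressing integrated firefly luciferase grown in erythrocytes (2% hematocrit, 0.05% parasitemia final) with compounds for 96 hours at 37 C, 5% CO2. Growth inhibition read as loss of luminescence after adding luciferase detection reagent.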
# Cycloheximide cs = counter-screen for Shiga toxin inhibitors: cycloheximide protein synthesis inhibition. cell reporter, cycloheximide protein synthesis inhibition counterscreen. max response, %. 12% of 300,000 active. AID 2314; in the data active = max response mostly above about 13%, no sharp cut-off; inactive = mostly below about 14%; also: read at 38.3 µM for the half of the compounds with a filed dose; 0% is about no effect
# * = called active by the depositor; i = inactive; u = inconclusive; x = not tested or not shown; & = joins results of further samples; [ ] = dose if it differs, or a comment. Unless noted, calls follow the shape of the dose curve; as a rule, active = well fitted curve in the direction sought with a large enough effect; inconclusive = small, poorly fitted or top-dose-only effect, or another doubt; inactive = no such curve, though single readings can be large; an effect the other way counts as inactive or inconclusive. Outcome played no part in choosing rows; about 22% have a hit in one of these screens.
# Values in the order: Pf growth 48h | Tb PYK inh | Shiga inhibitor | LmPK inh | AmpC no deterg | Pf growth 96h | Cycloheximide cs
> CCCCc1ccc(NC(=S)N2CCCC(C)C2)cc1 (stereo not drawn)
→ 32%[activator] | -5% | 41* | -1% | -5%[2.29 µM] | 194%[activator] | 21*
> O=C(Nc1ccc(N2CCN(C(=O)c3ccccc3)CC2)cc1)c1cc([N+](=O)[O-])ccc1N1CCOCC1
→ 0% | -18% | -13 | 2% | 175%[activator] | 34%[activator] | -3
> CN(c1ccc(Cl)cc1)c1cc(=O)n(C)c2ccccc12
→ 5.9µM* | -1% | 32 | 2% | 34% | -11% | -4
> CCCCn1c(=O)c(C(=O)Nc2ccccc2Cl)c(O)c2ccccc21
→ 68%[activator] | 1% | x | 1% | -12% | u | 2
> CCCCNC(=O)c1ccccc1NC(=O)c1ccc2c(c1)OCO2
→ -24% | 2% | 8 | -3% | -29% | 15% | -3
> CC(=O)Nc1ccc(C(=O)OCCCOC(=O)c2ccc(NC(C)=O)cc2)cc1
→ 15% | 7% | -2 | -6% | -6% | 9% | -2
> CCOC(=O)N1CCN(C(=O)/C=C/c2ccc3c(c2)OCO3)CC1
→ -5% | 3% | 12 | 0% | -5% | u | -1
> CC(C)(C)OC(=O)N/N=C/c1cn(-c2ccccc2)nc1-c1cccnc1
→ u | 3% | -2 | -1% | 41% | 2.3µM* | 17
> COc1ccc(S(=O)(=O)NCC(c2ccc3c(c2)OCO3)N2CCN(C)CC2)cc1OC (stereo not drawn)
→ 6% | -1% | x | x | u | 13% | x
> NC(=O)C1CCCN(C(=O)c2ccc3c(c2)NC(=O)CS3)C1 (stereo not drawn)
→ u | 0% | x | x | -7% | u | x
> O=C(CSc1nc2ccccc2o1)NCc1ccc2c(c1)OCO2
→ 75%[activator] | -12% | 27* | 1% | u | -14% | 15*
> C/C(=N/NC(=O)c1ccco1)c1cccnc1
→ 35%[activator] | -16% | 29 | -11% | -21% | u | 26
> O=C1/C(=C/c2cccs2)CCc2ccccc21
→ x | u | 85* | u | -24% | 14% | 63*
> CCCCN(C)C(=O)CCC(=O)NNc1nc2ccccc2c2nc(C)nn12
→ 27% | -3%&-1% | -2 | -6% | -12% | u | -2
> CSc1nc2ccc(NC(=O)c3nn(C(C)C)c(=O)c4ccccc34)cc2s1
→ 17% | 6% | 102* | -3% | 4% | -25% | 53*
> OCc1cn(Cc2ccc(O)c3ncccc23)cn1
→ 5.2µM* | x | x | x | -3% | 6.6µM* | x
> O=C(CSc1nnc(Cc2cccs2)n1-c1ccccc1)NC1CCCCC1
→ u | -5% | -12 | -1% | 37% | -25% | 5
> Cc1ccn2cc(-c3cccc(NS(C)(=O)=O)c3)nc2c1
→ 142%[activator] | -7% | 59* | -19% | -20% | 38%[activator] | 60*
> O=C(CNC(=O)C1CCCCC1)Nc1ccccc1Cl
→ 9% | -18% | 17 | 2% | -3% | 33%[activator] | -3
> COCc1c(Br)c(C)[nH]c(=O)c1C#N
→ -15% | 3% | -4 | 2% | -17% | -2% | -5
> N/C(=N\OC(=O)c1ccc(Br)o1)c1cccnc1
→ 224%[activator] | -4% | 103* | 2% | -25% | 38%[activator] | 35*
> CCOC(=O)CSc1nc2cc(C(=O)N3CCCC3)ccc2c(=O)n1Cc1ccccc1
→ u | 1% | 46 | 4% | 232%[activator] | u | 9
> O=C(C1CCCN(CCCc2ccccc2)C1)N1CCCCC1 (stereo not drawn)
→ 19% | 21% | -9 | 0% | -7% | 36%[activator] | 2
> C/C(=N/NC(=O)CSc1nc2ccccc2n1C)c1ccc(O)cc1
→ -4% | -1% | -4 | 2% | -15% | 32%[activator] | -2
> COC(=O)c1cc(-c2ccc(OC)c(OC)c2)c2c(=O)[nH]c(=O)n(C)c2n1
→ -8% | 10%&3% | -7 | 13% | 42% | 61%[activator] | 5
> Cc1ccc(C(=O)Nc2cccc(NC(=O)c3cccnc3)c2)cc1
→ 20% | 2% | 18 | -2% | 0% | -14% | 4
> Cc1ccc(CN2C(=O)CCC2C(=O)NC(C)C)cc1 (stereo not drawn)
→ u | -8% | -5 | -5% | 9% | 0% | -1
> CC(=O)Nc1ccc(/C=N/OCC(=O)Nc2ccc(C)cc2)cc1
→ 41%[activator] | 4% | 15* | 1% | -17% | 100%[activator] | 23*
> CCOCCCN1CC(C(=O)NCCc2ccc(C)cc2)CC1=O (stereo not drawn)
→ 1% | 2% | -14 | -3% | -12% | u | -2
> NCC(O)CC(=O)O (stereo not drawn)
→ -9% | -4% | x | x | x | -13% | x

# The listing continues:
# Values in the order: Pf growth 48h | Tb PYK inh | Shiga inhibitor | LmPK inh | AmpC no deterg | Pf growth 96h | Cycloheximide cs
> Cc1cc(O)c(C2(O)C(=O)Nc3cc(Br)ccc32)cc1C (stereo not drawn)
→ u | -13% | -5 | 3% | -14% | u | 5
> Cc1ccccc1C(=O)Oc1ccc(Sc2ccc(O)cc2)cc1
→ 1% | x | 56 | 0% | -33% | x | 12
> Cc1ccc(CNC(=O)CCC2CCCN(Cc3cccc4cccnc34)C2)o1 (stereo not drawn)
→ 22% | 0% | -6 | 3% | 14% | u | 5
> Cc1ccc(NC(=O)NCCCN2CCCC2=O)cc1C
→ 44%[activator] | 4% | 33 | -6% | -19% | 140%[activator] | 11
> COc1cccc(NC(=O)CNC(=O)Cn2cnc3sc4c(c3c2=O)CCCC4)c1
→ -7% | -10% | -9 | -1% | 84%[activator] | u | -4
> Cc1ccccc1N/N=C/c1ccc(C#N)cc1
→ 0% | 0% | 19 | -1% | -59% | -21% | -2
> CCOC(=O)Cc1csc(NS(=O)(=O)c2cccc([N+](=O)[O-])c2)n1
→ -7% | 4% | x | 6% | -23% | -19% | -2
> COc1ccccc1NC(=S)NC(=O)Cc1ccc(Cl)cc1
→ u | 5% | -8 | -3% | -29% | 12% | 2
> CCOC(=O)CN(C(=O)CNC(=O)c1ccco1)C(C(=O)NC1CCCC1)c1ccccc1OCC (stereo not drawn)
→ -25% | -2% | -39 | 8% | 19% | 12% | -2
> COc1ccc(/C=N/NC(=O)c2cccc(NC(C)=O)c2)c(OC)c1
→ 3% | 4% | -10 | -3% | -28% | u | -1
> COc1ccc(NC(=O)C2CCCN2S(=O)(=O)c2cccc3cccnc23)cc1OC (stereo not drawn)
→ 12% | 3%&3% | -6 | -3% | -1% | u | 4
> Cc1ccc(OC(=O)N2CCOCC2)cc1
→ 68%[activator] | 3% | 48* | 2% | -12% | 37%[activator] | 30*
> CCn1c(Cc2cccs2)nnc1SCC(=O)NC1CC1
→ u | -9% | 6 | 1% | -9% | -36% | 2
> Cc1ccc(NC(=O)c2ccccn2)c(Br)c1
→ i | -2% | 89* | -2% | -15% | x | 52*
> C=CCNC(=S)Nc1ccc2nc(C)oc2c1
→ 11% | 8% | -2 | -2% | -14% | 25% | -4
> O=C(COC(=O)C1CCC(=O)N1)Nc1ccc(Cl)cc1Cl (stereo not drawn)
→ 12% | -4% | -3 | -1% | -10% | 8% | -4
> CCOc1ccccc1C1CC(c2ccc(Br)cc2)Nc2nc(N)nn21 (stereo not drawn)
→ u | 0% | -13 | 2% | 143%[activator] | 7.4µM* | 0
> C[C@@]12CC[C@H]3[C@@H](CC[C@@H]4C[C@H]5S[C@H]5C[C@]43C)[C@H]1CC[C@H]2O
→ u | -6%[33.2 µM] | x | x | x | u | x
> Cc1ccc(-c2cc(C(=O)N(C)Cc3cnn(C)c3C)c3cc(Br)ccc3n2)cc1
→ 9.3µM* | 1% | -4 | 0% | 215%[activator] | u | 2
> COc1ccc(CN(C(=O)c2ccco2)c2ccc(Br)cc2)cc1OC
→ u | 4% | -5 | 3% | 73%[activator] | -1%[5.75 µM] | -4
> O=C(Nc1ccc2c(c1)CCC2)c1ccccc1Br
→ 65%[activator] | -4% | 63* | 0% | -45% | x | 34*
> Cc1cccc(C(=O)Nc2cccc(OCC(=O)O)c2)c1
→ 47%[activator] | -16% | 12 | u | -2% | u | -2
> CCC1CCCCN1Cc1nc(Cc2ccccc2Cl)no1 (stereo not drawn)
→ u | 4% | 29 | 0% | 67%[activator] | u | 1
> CN(C)CCN1C(=O)NC(C)(c2ccc([N+](=O)[O-])cc2)C1=O (stereo not drawn)
→ 33%[activator] | -2% | -2 | 4% | -10% | u | 1
> CCOC(=O)N1CCC(n2c(SCC(=O)Nc3nccs3)nc3ccsc3c2=O)CC1
→ u | 0% | -8 | 3% | -7% | 22% | -4
> O=C(NCc1ccc(F)cc1)C1CCN(S(=O)(=O)N2CCCCC2)CC1
→ 33%[activator] | 9% | -10 | 4% | 3% | x | 1
> Cn1c(N)c(C(=O)COC(=O)c2ccc(Cl)nc2)c(=O)n(C)c1=O
→ 7% | 0% | -2 | 5% | -12% | 43% | 11
> CC(C)(C)C(=O)/C=c1\[nH]c(=O)/c(=C\c2ccc(F)cc2)s1
→ u | -4% | 18 | -5% | -29% | x | 11*
> CCOC(=O)c1c(NC(=O)CSc2nnc(-c3c[nH]c4ccccc34)n2CCOC)sc2c1CCCCC2
→ u | -3% | -5 | 1% | u | 9.3µM* | 1
> C=CCOc1ccc(/C=C/C(=O)OCC(=O)N2CCC(c3ccccc3)=N2)cc1
→ u | -9% | x | x | -6% | u | x
> O=C(Cc1ccccc1F)Nc1ccc(SC(F)F)cc1
→ 185%[activator] | -6% | 57* | -5% | -20% | 55%[activator] | 91*
> O=C(CCn1cnc2ccccc2c1=O)Nc1cccc(Cl)c1
→ u | -2% | -13 | 3% | -19% | 5% | -1
> COc1ccc(OC)c(C2=NOC(C(=O)NCc3cccnc3)C2)c1 (stereo not drawn)
→ 25% | -9% | -14 | 3% | -9% | 113%[activator] | 0
